Screens: PubChem BioAssay, several laboratories
CHT PAM = CHT positive allosteric modulators, primary screen, cell-based, membrane potential dye, choline EC20 | High affinity choline transporter 1 (Homo sapiens), Q9GZV3 | CHT-expressing cells; hits give high values; LV-AA mutant CHT in HEK293 cells | B-score at 10 µM | actives 0.49% (n = 310,000);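 active means initial fluorescence not abnormally high and integrated response B-score, plate-corrected, over 3 SD above library mean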
Target sequence (Q9GZV3 whole entry, looked up): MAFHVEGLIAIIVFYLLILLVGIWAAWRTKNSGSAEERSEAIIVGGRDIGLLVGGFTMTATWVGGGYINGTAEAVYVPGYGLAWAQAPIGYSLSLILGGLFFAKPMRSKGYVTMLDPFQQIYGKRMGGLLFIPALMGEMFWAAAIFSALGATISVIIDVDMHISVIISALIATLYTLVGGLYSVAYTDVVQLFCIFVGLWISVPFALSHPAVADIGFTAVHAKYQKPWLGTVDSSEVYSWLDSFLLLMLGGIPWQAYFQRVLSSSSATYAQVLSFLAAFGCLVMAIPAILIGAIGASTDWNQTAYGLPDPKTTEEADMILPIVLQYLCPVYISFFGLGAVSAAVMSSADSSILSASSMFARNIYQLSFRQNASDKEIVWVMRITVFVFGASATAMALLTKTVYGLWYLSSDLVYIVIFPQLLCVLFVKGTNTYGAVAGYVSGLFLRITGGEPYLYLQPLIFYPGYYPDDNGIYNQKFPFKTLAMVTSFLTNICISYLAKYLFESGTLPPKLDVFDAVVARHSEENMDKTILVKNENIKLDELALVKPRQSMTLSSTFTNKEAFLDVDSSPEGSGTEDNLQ
OX1R antagonist = OX1R (HCRTR1) antagonists, primary screen, fluorescence, CHO/OX1R cells, Fluo-8 calcium, orexin A; Orexin/Hypocretin receptor type 1 (Homo sapiens), O43613; Fluo-8 calcium fluorescence; inhibition, % at 5 µM; actives 0.43% (n = 330,000);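 active means inhibition above its plate's threshold, mean inhibition of all tested compounds on the plate plus 3 SD, cut at about 37% in these data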;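 further: 0% = orexin A challenge wells and 100% = SB-334867-A antagonist wells; not every result past the cut was called active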
Target sequence (O43613 whole entry, looked up): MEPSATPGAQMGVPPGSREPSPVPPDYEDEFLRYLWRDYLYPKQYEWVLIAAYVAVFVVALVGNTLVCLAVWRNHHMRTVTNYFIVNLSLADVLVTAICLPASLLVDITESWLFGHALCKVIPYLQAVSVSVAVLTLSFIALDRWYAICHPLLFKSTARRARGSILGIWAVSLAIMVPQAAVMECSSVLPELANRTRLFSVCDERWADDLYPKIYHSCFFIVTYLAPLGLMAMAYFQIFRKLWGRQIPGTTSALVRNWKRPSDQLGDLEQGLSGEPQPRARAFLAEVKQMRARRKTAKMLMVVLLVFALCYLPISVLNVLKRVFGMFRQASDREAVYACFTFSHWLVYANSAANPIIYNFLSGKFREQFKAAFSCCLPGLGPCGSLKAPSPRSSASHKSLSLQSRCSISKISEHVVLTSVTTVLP
The depositor's hits bear a star; i = inactive; · = not tested or not shown.

structure: CS(=O)(=O)N(CC(=O)NCc1ccc2c(c1)OCO2)Cc1ccccc1
  CHT PAM: i	OX1R antagonist: 4

structure: CCOC(=O)C1=CN(Cc2cccc(I)c2)S(=O)(=O)N(C)C1C (stereo not given)
  CHT PAM: ·	OX1R antagonist: -5

structure: COc1ccc(/C=C/C(=O)NCCCn2ccnc2)cc1
  CHT PAM: i	OX1R antagonist: -3

structure: O=C(O)COc1ccccc1/C=C1\SC(=O)N(Cc2ccc(F)cc2)C1=O
  CHT PAM: i	OX1R antagonist: -10

structure: COCCNC(=S)NC(=O)c1ccc(C(C)(C)C)cc1
  CHT PAM: i	OX1R antagonist: -25

structure: O=C(CN(Cc1ccco1)S(=O)(=O)c1ccccc1)N/N=C/c1ccccc1C(=O)O
  CHT PAM: i	OX1R antagonist: -26

structure: O=c1[nH]c(CSc2nnc(Nc3ccccc3)s2)nc2ccccc12
  CHT PAM: i	OX1R antagonist: -9

structure: O=C(/C=C/c1ccccc1[N+](=O)[O-])NCc1ccccc1Cl
  CHT PAM: i	OX1R antagonist: -23

structure: CC1CCCCC1NC(=O)CCn1c(=O)oc2ccccc21 (stereo not given)
  CHT PAM: i	OX1R antagonist: -9

structure: COc1ccc(NC(=O)C(=O)NCCC2CCCCN2S(=O)(=O)c2ccccc2)cc1 (stereo not given)
  CHT PAM: i	OX1R antagonist: -24

structure: CCn1c(C(C)NC(=O)c2ccc(OC)c(OC)c2)nc2ccccc21 (stereo not given)
  CHT PAM: i	OX1R antagonist: -11

structure: O=C(NCc1ccncc1)c1nc(-c2cccs2)no1
  CHT PAM: i	OX1R antagonist: 8

structure: O=C(c1cccs1)N1N=C(c2ccccc2)CC1c1ccc(O)cc1 (stereo not given)
  CHT PAM: i	OX1R antagonist: -16

structure: CN1CC(=O)N(CC(=O)Nc2ccc(F)cc2)c2ccccc2C1=O
  CHT PAM: i	OX1R antagonist: 11

structure: COc1ccc(Cn2cnc([N+](=O)[O-])c2)cc1[N+](=O)[O-]
  CHT PAM: i	OX1R antagonist: -9

structure: CCc1ccc(-c2cc(C)no2)cc1S(=O)(=O)N1CCN(c2ccc(OC)cc2)CC1
  CHT PAM: i	OX1R antagonist: -21

structure: CCOC(=O)CN1CC23C=CC(O2)C(C(=O)NCc2ccc(F)cc2)C3C1=O (stereo not given)
  CHT PAM: i	OX1R antagonist: 2

structure: O=C(Cn1[nH]c(=O)c2ccccc2c1=O)Nc1cccc(S(=O)(=O)N2CCCCCC2)c1
  CHT PAM: i	OX1R antagonist: -20

structure: Cc1nn(CC(=O)N(C)C2(C#N)CCCCC2)c(C)c1[N+](=O)[O-]
  CHT PAM: ·	OX1R antagonist: -8

structure: Cn1cccc1/C=C1/SC(=S)N(CC(=O)O)C1=O
  CHT PAM: i	OX1R antagonist: -12

structure: COC(=O)COc1ccc(S(=O)(=O)NCCC2=CCCCC2)cc1C
  CHT PAM: i	OX1R antagonist: 4

structure: Cc1c(C#N)c(N)nc2c3c(sc12)NC(=O)CC3c1ccc(F)cc1 (stereo not given)
  CHT PAM: i	OX1R antagonist: -4

structure: CC(=O)Nc1ccc(NC(=O)CSc2nnc(C3CC3)n2C)cc1
  CHT PAM: i	OX1R antagonist: -18

structure: O=C(Nc1ccccc1C(=O)OCC(=O)c1c[nH]c2ccccc12)c1ccco1
  CHT PAM: i	OX1R antagonist: 12

structure: COc1ccc(OC)c(NC(=O)CSc2nnnn2-c2ccccc2F)c1
  CHT PAM: i	OX1R antagonist: -12

structure: COc1cccc(/C=C/C(=O)OCC(=O)N2CCN(c3ccccc3)CC2)c1
  CHT PAM: ·	OX1R antagonist: -24

structure: COc1ccc(C(=O)Nc2sc3c(c2C(=O)O)CC(C)(C)OC3)cc1
  CHT PAM: i	OX1R antagonist: 1

structure: O=C(NNc1ccccc1Br)C(O)(c1cccc(C(F)(F)F)c1)c1cccc(C(F)(F)F)c1
  CHT PAM: i	OX1R antagonist: 1

structure: CCOc1ccc(N(CC)S(=O)(=O)c2ccc3c(c2)n(C)c(=O)c(=O)n3C)cc1
  CHT PAM: i	OX1R antagonist: -4

structure: Cn1c(COc2cccc3cccnc23)nnc1SCC(=O)O
  CHT PAM: i	OX1R antagonist: -10

structure: CCOc1ccc(NC(=O)c2cc(S(=O)(=O)N3CCOCC3)cs2)cc1
  CHT PAM: i	OX1R antagonist: -11

structure: O=C(O)/C=C/C(=O)NNc1ncnc2ccccc12
  CHT PAM: i	OX1R antagonist: -6

structure: COc1ccccc1NS(=O)(=O)c1ccc(O)c(C(=O)OCc2cccc([N+](=O)[O-])c2)c1
  CHT PAM: i	OX1R antagonist: -13

structure: O=C(O)CCC(=O)Nc1sc2c(c1C(=O)Nc1cccc3ccccc13)CCCCC2
  CHT PAM: i	OX1R antagonist: -15

structure: CCOc1ccc2c(c1)-c1c(ssc1=S)C(C)(C)N2C
  CHT PAM: i	OX1R antagonist: -29

structure: CCOC(=O)c1ccc(-c2ccc(CO)o2)cc1
  CHT PAM: i	OX1R antagonist: -9

structure: COC(=O)c1ccccc1S(=O)(=O)N1CCC(C(=O)OCc2cccc(OC)c2OC)CC1
  CHT PAM: i	OX1R antagonist: -12

structure: CC1(C)CC(=O)C(Sc2ccccc2C(=O)O)=C(O)C1
  CHT PAM: i	OX1R antagonist: 0

structure: CC(=O)NCCc1nc2ccccc2n1Cc1cc(C)ccc1C
  CHT PAM: i	OX1R antagonist: -22

structure: COc1ccc(Cc2noc(CN(C)Cc3cccc(-n4cccn4)c3)n2)cc1OC
  CHT PAM: i	OX1R antagonist: -15

structure: O=C(Nc1ccc(Cl)c(S(=O)(=O)N2CCOCC2)c1)c1cc(-c2ccccn2)nc2ccccc12
  CHT PAM: i	OX1R antagonist: -26

structure: O=[N+]([O-])c1cccc(-c2ccc(/C=N/NC(=S)NCc3ccco3)o2)c1
  CHT PAM: i	OX1R antagonist: -11

structure: O=C(Nc1ccc2c3c(cccc13)CC2)c1cccc([N+](=O)[O-])c1
  CHT PAM: i	OX1R antagonist: -21

structure: CSCCC(N=C1NS(=O)(=O)c2ccccc21)C(=O)NCCc1ccccc1 (stereo not given)
  CHT PAM: i	OX1R antagonist: -8

structure: OCC1(CCCc2ccccc2)CCN(C2CCSCC2)CC1
  CHT PAM: i	OX1R antagonist: -32

structure: c1ccc(OCCCN2CCCC2)cc1
  CHT PAM: i	OX1R antagonist: -14

structure: CN(C)CCNC(=O)/C(=N\O)c1ccccn1
  CHT PAM: i	OX1R antagonist: -7

structure: Oc1ccc(-c2nc3c4c(ncn3n2)-c2ccccc2CC42CCCC2)cc1
  CHT PAM: i	OX1R antagonist: 25

structure: Cc1cc(C(=O)Nc2nc3c(C)cccc3s2)c(C)o1
  CHT PAM: i	OX1R antagonist: 3

structure: CCOC(=O)N1CCN(C(=O)C2CCN(C(=O)c3cc(OC)cc(OC)c3)CC2)CC1
  CHT PAM: i	OX1R antagonist: -1

One compound at a time, from the list above. Screens in order: CHT PAM, OX1R antagonist
Profile of CCOC(=O)CN1CC23C=CC(O2)C(C(=O)NCc2ccc(F)cc2)C3C1=O (stereo not given) → i, 2
Profile of O=C(Cn1[nH]c(=O)c2ccccc2c1=O)Nc1cccc(S(=O)(=O)N2CCCCCC2)c1 → i, -20
Profile of CC1CCCCC1NC(=O)CCn1c(=O)oc2ccccc21 (stereo not given) → i, -9
Profile of Cc1c(C#N)c(N)nc2c3c(sc12)NC(=O)CC3c1ccc(F)cc1 (stereo not given) → i, -4
Profile of CCOc1ccc2c(c1)-c1c(ssc1=S)C(C)(C)N2C → i, -29

Next part
structure: CCSc1nsc(NC(=O)Nc2ccccc2OC)n1
  CHT PAM: i	OX1R antagonist: -11

structure: CC(C)n1nc(C(=O)Nc2ccccc2N2CCOCC2)c2ccccc2c1=O
  CHT PAM: i	OX1R antagonist: -29

structure: Cc1nnnn1/C(=C\c1ccccc1)C(=O)OCC(=O)Nc1cccc(S(=O)(=O)N(C)C)c1
  CHT PAM: ·	OX1R antagonist: 22

structure: O=C(OCC(=O)N1CCc2ccccc21)c1ccc([N+](=O)[O-])o1
  CHT PAM: ·	OX1R antagonist: 0

structure: CCc1nnc(NC(=O)CSc2nnc(-c3cccnc3)n2CC)s1
  CHT PAM: i	OX1R antagonist: -14

structure: CC(=O)Nc1ccc(S(=O)(=O)N[C@@H](C)C(=O)OCC(=O)c2ccc[nH]2)cc1
  CHT PAM: ·	OX1R antagonist: -2

structure: CC(=Nc1ccc(C)cc1C)c1sc2ccccc2c1O
  CHT PAM: i	OX1R antagonist: -8

structure: O=C1CCC(C(=O)N2CCCCCC2)CN1CCc1ccc(Cl)cc1 (stereo not given)
  CHT PAM: i	OX1R antagonist: 7

structure: c1ccc(-c2nc(-c3ccc(-c4ccon4)s3)no2)cc1
  CHT PAM: i	OX1R antagonist: -6

structure: CC1=C(C(=O)Nc2cccc(C(=O)NC(C)C)c2)SCCO1
  CHT PAM: i	OX1R antagonist: -22

Next part
Results follow in this order: CHT PAM, OX1R antagonist
> CC(C)n1ncc2c(C(=O)N3CCN(Cc4ccc(Cl)s4)CC3)cc(C3CC3)nc21
→ ·, -18
> NC(=O)CSc1nc2cc([N+](=O)[O-])ccc2n1-c1cccc(C(F)(F)F)c1
→ i, -28
> CCN(CC)c1ccc(NC(=O)c2cccc(C)c2OC)c(C)c1
→ i, -6
> C=CCC[C@H](Cc1ccc(F)cc1)C(=O)OC[C@H](Cc1c[nH]c2ccccc12)NC(=O)[C@H](CC=C)CC(=O)N(CCO)Cc1ccccc1
→ ·, 13
> Cc1ccccc1C(=O)Nn1cnnc1
→ i, -12
> CC1(C)CC2(C)OC(=N)C1(C#N)C2(C#N)C#N (stereo not given)
→ i, -13
> O=C(/C=C/c1cccnc1)c1cccc(O)c1
→ i, -1
> CNS(=O)(=O)c1ccc(NC(=O)c2cnn3c(C(F)F)cc(-c4ccccc4)nc23)cc1
→ i, -4
> CCC(C)[C@H](NC(=O)N1CCn2c1nc1ccccc12)C(=O)NCc1ccccc1 (stereo not given in full)
→ i, -27
> Cc1cc(C)c(C#N)c(Sc2nnnn2-c2ccccc2)n1
→ i, -19
> COc1ccc(OC)c(NC(=O)NC2CCCc3ccccc32)c1 (stereo not given)
→ i, -13
> C=CCN1CCN(Cc2cnc(Cl)s2)CC1
→ i, 0
> O=C(CN1CCN(c2ccccc2F)CC1)c1ccc(O)cc1O
→ i, -11
> O=C(CSc1cccc[n+]1[O-])N1CCCCCC1
→ i, -8
> COc1ccc2c(c1)CCCN2C(N)=O
→ i, 0
> Cc1csc(NC(=O)C(F)(F)F)n1
→ i, 6
> COc1cc(NC(=O)c2cc([N+](=O)[O-])ccc2NC(=O)CNC2CCCCC2)cc(OC)c1
→ i, -27
> Cc1ccc(C(=O)O)cc1N1C(=O)c2cccc3cc(Br)cc(c23)C1=O
→ i, -9
> CC(C)(C)CC(=O)NC(=S)Nc1ccccc1C(F)(F)F
→ i, -17
> COC(=O)c1ccc(NC2(C#N)C(=O)Nc3ccccc32)cc1 (stereo not given)
→ i, -11

Looked up above.
OX1R antagonist result of CCC(C)[C@H](NC(=O)N1CCn2c1nc1ccccc12)C(=O)NCc1ccccc1 (stereo not given in full) reads -27
OX1R antagonist result of COC(=O)c1ccc(NC2(C#N)C(=O)Nc3ccccc32)cc1 (stereo not given) reads -11
OX1R antagonist result of Cc1cc(C)c(C#N)c(Sc2nnnn2-c2ccccc2)n1 reads -19

(next part)
Results follow in this order: CHT PAM, OX1R antagonist
> O=S(=O)(N/N=C/c1ccc2c(c1)OCCO2)c1ccccc1
→ i, 4
> Cc1cc(=O)oc2cc(OCC(=O)N3CCCC3)ccc12
→ ·, -2
> O=C(CSc1nc2[nH]c(=O)cc(O)c2s1)Nc1cccc(Br)c1
→ ·, -6
> COc1ccc(Cc2nc3ccc(C(=O)NC(C)C)cc3o2)cc1
→ i, -16
> COc1ccc(-c2nc(C#N)c(NCCCn3ccnc3)o2)cc1OC
→ i, -15
> S=C(c1ccc(-c2ccccc2Cl)o1)N1CCCCC1
→ i, -41
> O=C(/C=C/c1ccc(F)cc1)Nc1ccc(S(=O)(=O)Nc2ncccn2)cc1
→ i, -9
> CCOC(=O)c1sc(NC(=O)C2CSC3(C)CCC(=O)N23)nc1C (stereo not given)
→ ·, -9
> COCCCNC(=O)c1ccc(CNS(=O)(=O)c2ccc(NC(C)=O)cc2)cc1
→ i, 7
> Cc1ccc(C(=O)O)cc1Nc1ncnc2sc3c(c12)CCC3
→ i, -5
> CC(O)C(=O)N/N=C/c1ccccc1C(=O)O (stereo not given)
→ i, -2
> CC(C)N1CCc2[nH]c(=S)[nH]c(=O)c2C1
→ i, 2
> O=C(CN1C(=O)NC2(CCCC2)C1=O)Nc1ccc(S(=O)(=O)N2CCOCC2)cc1
→ i, -6
> COc1ccccc1NC(=O)c1ccc(NS(=O)(=O)c2c(C)noc2C)cc1
→ i, -14
> CCOC(=O)CC(C#N)c1cn(C)c2ccccc12 (stereo not given)
→ i, -9
> COCCN=C1Sc2nc3ccc(C)cc3cc2CN1Cc1ccco1
→ i, -23
> Cc1ccc(C)c(NC(=O)c2oc(=O)c3ccccc3c2-c2ccccc2)c1
→ i, -5
> Cc1cccc(C)c1OCC(=O)OCC(=O)c1ccc2c(c1)NC(=O)CO2
→ i, -17
> Cc1cc(F)ccc1S(=O)(=O)Nc1ncnc2sccc12
→ i, -4
> COc1ccc(CNC(=O)CCCSc2ccccc2)cc1
→ i, -3

Another view of part of the listing above:
canonical_smiles,CHT PAM,OX1R antagonist
CC(O)C(=O)N/N=C/c1ccccc1C(=O)O (stereo not given),i,-2
CC(C)N1CCc2[nH]c(=S)[nH]c(=O)c2C1,i,2

New compounds follow:
Results follow in this order: CHT PAM, OX1R antagonist
> COc1ccc(/C=N/NC(=O)c2cccc(Br)c2)cc1CN1CCOCC1
→ i, -24
> CC(=O)Nc1ccc(S(=O)(=O)Nc2ccc(C(=O)NCC(=O)O)cc2)cc1
→ i, -1
> N/C(Cc1ccc([N+](=O)[O-])cc1)=N\OC(=O)c1ccco1
→ i, -3
> CCNC(=S)Nc1cccc(S(=O)(=O)NC2=NCCC2)c1
→ i, -17
> Cc1ccc(NC(=O)CSc2nnc(C(F)(F)F)n2C)cc1[N+](=O)[O-]
→ i, -2
